Tau fibril ThT = qHTS for Inhibitors of Tau Fibril Formation, Thioflavin T Binding; Microtubule-associated protein tau (Homo sapiens), P10636; recombinant tau K18 P301L, heparin-induced fibrillization, ThT fluorescence; Potency, µM (titrated, usually from 57.4 µM), for inactives: at the highest dose activity, negative = inhibition, hits mostly inhibitors; 270,000 compounds, 2.1% hits; further: nearly all actives have a fitted effect of over 55% in size
Target sequence (P10636 561-689 P618L limits assumed): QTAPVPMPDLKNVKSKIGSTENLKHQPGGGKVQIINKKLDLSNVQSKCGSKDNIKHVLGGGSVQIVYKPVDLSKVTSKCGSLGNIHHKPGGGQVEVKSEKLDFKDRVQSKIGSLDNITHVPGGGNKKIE
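K18 P301L tau (15 uM + 0.24 uM Alexa 594-tagged), heparin 20 uM, NaOAc pH 7, 6 h 37 C; ThT 30 uM, 1 h RT, ex 450/em 510 nm.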
ALDH1A1 block = qHTS Assay for Inhibitors of Aldehyde Dehydrogenase 1 (ALDH1A1). Aldehyde dehydrogenase 1A1 (Homo sapiens), P00352. Purified ALDH1A1, NADH fluorescence, propionaldehyde substrate. Potency, µM (highest dose often 75.3 µM), for inactives: at the top dose activity, negative = inhibition, usual class: inhibitors. 220,000 compounds, 7.3% hits. AID 1030, 2008; active means well fitted inhibition curve with a large enough effect, not every such curve was filed as active; inconclusive means small, poorly fitted or top-dose-only effect, or another doubt; inactive means no such curve, though single readings can be large or run the other way;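 further: plate controls were no enzyme wells and a reference inhibitor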
Target sequence (P00352 whole entry, looked up): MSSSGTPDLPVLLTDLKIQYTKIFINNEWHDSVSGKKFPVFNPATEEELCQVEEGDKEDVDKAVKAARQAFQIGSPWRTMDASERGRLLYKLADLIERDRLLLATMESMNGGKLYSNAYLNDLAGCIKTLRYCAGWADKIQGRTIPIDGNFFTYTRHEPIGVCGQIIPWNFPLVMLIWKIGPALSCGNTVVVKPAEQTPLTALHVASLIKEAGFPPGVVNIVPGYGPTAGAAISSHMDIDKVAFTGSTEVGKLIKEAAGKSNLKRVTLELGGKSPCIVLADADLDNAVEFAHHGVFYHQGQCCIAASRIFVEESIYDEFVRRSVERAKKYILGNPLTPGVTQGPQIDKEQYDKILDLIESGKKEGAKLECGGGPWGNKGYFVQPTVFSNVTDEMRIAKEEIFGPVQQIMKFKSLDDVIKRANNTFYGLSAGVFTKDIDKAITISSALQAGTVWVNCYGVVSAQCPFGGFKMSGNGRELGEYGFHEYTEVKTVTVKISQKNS
TR SRC2 fluor cs = Total Fluorescence Counterscreen for Inhibitors of the Interaction of Thyroid Hormone Receptor and Steroid Receptor Coregulator 2. TRb/SRC2 Texas Red total fluorescence interference. Potency, µM (doses to about 106 µM), for the others: top-dose fluorescence change, negative = quenching. 280,000 compounds, 0.29% hits; active means well fitted curve in either direction with a large enough effect; inconclusive means small, poorly fitted or top-dose-only effect
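Human TRβ ligand-binding domain (0.6 uM) and Texas Red SRC2 peptide (20 nM) in Tris buffer with 1 uM T3 and 5% DMSO were incubated with pinned compound for 5 hr at ambient temperature. Total fluorescence was computed as S + 2P (555/632 nm).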
TRb-SRC2 inh = qHTS for Inhibitors of the Interaction of Thyroid Hormone Receptor and Steroid Receptor Coregulator 2. TRbeta-SRC2 peptide binding, fluorescence polarization; receptor liganded with 1 µM T3. Potency, µM (titrated, usually from 106 µM), inactives show at the highest dose activity change, negative = inhibition, actives largely listed as inhibitors. 280,000 compounds, 0.065% hits. AID 1469, 2008;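 further: plate controls were bound peptide for no effect and peptide without receptor for full effect; nearly all actives have a fitted effect of over 50% in size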
Target sequence (P10828 whole entry, looked up): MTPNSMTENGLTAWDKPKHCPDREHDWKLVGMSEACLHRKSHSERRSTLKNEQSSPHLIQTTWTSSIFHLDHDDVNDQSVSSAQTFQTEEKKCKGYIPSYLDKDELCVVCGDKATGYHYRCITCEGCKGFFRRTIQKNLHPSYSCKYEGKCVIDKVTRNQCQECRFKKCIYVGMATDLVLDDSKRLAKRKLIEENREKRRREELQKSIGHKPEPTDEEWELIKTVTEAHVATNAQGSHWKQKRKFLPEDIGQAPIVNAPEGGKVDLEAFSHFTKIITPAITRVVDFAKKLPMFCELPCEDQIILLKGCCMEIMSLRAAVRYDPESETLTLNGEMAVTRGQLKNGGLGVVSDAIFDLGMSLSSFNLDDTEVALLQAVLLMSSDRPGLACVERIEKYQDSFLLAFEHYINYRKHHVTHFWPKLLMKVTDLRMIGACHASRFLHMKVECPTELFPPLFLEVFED
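Fluorescence polarization of 20 nM Texas Red SRC2 peptide (20-aa NR interaction domain) bound to 0.6 uM human TRb ligand-binding domain, with 1 uM T3, after 5 hr at ambient temperature; inhibition seen as decreased polarization.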
Tau fluor counter = Counterscreen qHTS for Inhibitors of Tau Fibril Formation, Fluorescence Polarization. tau K18 P301L (four-repeat tau fragment) Alexa594 fluorescence, heparin fibrillization. Potency, µM (titrated, usually from 57.7 µM), for inactives: at the highest dose activity change, negative = decrease. 280,000 compounds, 0.93% hits. AID 1463, 2008; further: nearly all actives have a fitted effect of over 55% in size
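Human K18 P301L tau (15 uM unlabeled plus 0.24 uM Alexa 594-labeled, final) in 100 mM sodium acetate pH 7 was mixed with compound and 20 uM heparin and incubated 6 hr at 37 C.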
Tau fibril FP = qHTS for Inhibitors of Tau Fibril Formation, Fluorescence Polarization; Microtubule-associated protein tau (Homo sapiens), P10636; K18 P301L tau heparin fibrillization, Alexa594 FP, 6 h; Potency, µM (top dose mostly 57.7 µM), for inactives: at the highest dose activity, negative = inhibition, usual class: inhibitors; 280,000 compounds, 0.39% hits; further: nearly all actives have a fitted effect of over 55% in size
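Quantitative HTS format: compounds meet 15 uM recombinant K18 P301L tau and Alexa 594-tau tracer in 100 mM sodium acetate pH 7; 20 uM heparin triggers fibrillization at 37 C over 6 hr; FP gives the signal.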
L3MBTL1 block = qHTS Assay for the Inhibitors of L3MBTL1; Potency, µM (doses to about 57.1 µM), inactives show at the top dose activity, negative = inhibition, hits mostly inhibitors; AID 485360, 2010; Lethal(3)malignant brain tumor-like protein 1 (Homo sapiens), Q9Y468; 230,000 compounds, 0.66% hits; AlphaScreen L3MBTL1–H3K9me1 peptide binding; further: nearly all actives have a fitted effect of over 60% in size
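AlphaScreen assay: L3MBTL1 (50 nM final) was preincubated 30 min at room temperature with biotinylated H3(1-15)K9me1 peptide (75 nM final), then 30 min with library compounds; streptavidin donor and nickel chelate acceptor beads (10 ug/mL final) added, 30 min dark.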
GLA spleen mod = qHTS Assay for Inhibitors and Activators of Human alpha-Galactosidase From Spleen Homogenate | Alpha-galactosidase A (Homo sapiens), P06280 | human spleen homogenate, 4MU-alpha-Gal fluorescence, 40 min | Potency, µM (doses to about 80 µM), inactives show at the top dose activity change, negative = inhibition, usual class: inhibitors | 240,000 compounds, 0.008% hits | AID 2107, 2009;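 further: 0% = enzyme with vehicle and -100% = no enzyme basal signal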
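Fluorogenic readout (Ex 365/Em 440 nm) of 4-methylumbelliferone released from 1 mM 4-MU-alpha-galactoside by spleen homogenate, 40 min at 37C, pH 5.0. Data normalized to no-enzyme and enzyme controls; Hill-equation AC50 from compound titrations.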
The depositor's hits bear a star; ? = inconclusive; nt = not tested or not shown; [ ] = dose if it differs, or a comment. Unless noted, the call rests on the fitted dose curve; in most records, active means well fitted curve in the direction sought with a large enough effect; inconclusive means small, poorly fitted or top-dose-only effect, or another doubt; inactive means no such curve, though single readings can be large; an effect the other way counts as inactive or inconclusive. Unless noted, on the % scale 0 is the no-effect control and ±100 the full control effect; potency means the concentration at half of the fitted maximal effect.

Order of results – ALDH1A1 block, TR SRC2 fluor cs, Tau fluor counter, TRb-SRC2 inh, Tau fibril FP, Tau fibril ThT, GLA spleen mod, L3MBTL1 block
- COc1ccc(N(CC(=O)NC2CCCCCC2)S(=O)(=O)c2c(C)nn(C)c2C)cc1
→ ?, -0.6%, -14.4%, -8.5%, 0.6%, -12.6%, 4.5%, -2.4%
- O=C1c2[nH]nc(-c3ccccc3O)c2C(c2ccc(Cl)cc2)N1Cc1ccco1 (stereo unspecified)
→ nt, 0.5%, ?, -0.9%, ?, -8.8%, nt, nt
- O=C(C1COc2ccccc2O1)N(Cc1cccnc1)c1nc2ccc(F)cc2s1 (stereo unspecified)
→ nt, 0.5%, -19.8%, -4.4%, -7.7%, -3.3%, nt, nt
- O=C(C1CCCO1)N1CCN(C(=S)Nc2ccc(Cl)cc2)CC1 (stereo unspecified)
→ ?, -6.3%, 6.0%, -0.3%, -6.1%, 2.8%, ?, 1.0%
- COc1cccc(/C=N/n2c(N)c(S(=O)(=O)c3cccs3)c3nc4ccccc4nc32)c1
→ ?, 2.2%, -20.0%, 7.3%, -4.2%, -12.6%, -0.1%, 3.0%
- COC(=O)c1c(NC(=O)C2CC(=O)NN2Cc2ccccc2)sc(C)c1C (stereo unspecified)
→ ?, -4.4%, -2.8%, 5.4%, 8.7%, -10.3%, 2.6%, -5.9%
- CC(=O)C1C(=O)C=C(c2ccco2)CC1c1ccccc1 (stereo unspecified)
→ 25.1µM*, 0.8%, -14.8%, -12.3%, -8.9%, ?, 15.9%, nt
- C/C(=N\NC(=S)Nc1ccc(C)c(C)c1)c1ccc(N2CCOCC2)cc1
→ 9.8%, -10.7%, -0.9%, 0.6%, -3.3%, -0.1%, 4.0%, -23.6%
- O=C(NNc1nc2cc3c(cc2s1)OCO3)c1ccc(F)cc1
→ ?, -2.3%, -14.0%, -2.3%, -2.7%, -3.3%, 9.2%, 26.8%
- O=C1SC(Cc2ccccc2)C(=O)N1c1ccccc1 (stereo unspecified)
→ nt, -5.3%, -5.9%, -9.4%, 0.6%, -8.2%, 15.2%, 0.8%
- Cc1ccc(C(C[N+](=O)[O-])c2c(C)[nH]n(-c3ccccc3)c2=O)cc1 (stereo unspecified)
→ ?, 2.8%, -3.4%, -20.6%, 1.4%, ?, -0.6%, -22.4%
- Cc1cc(C)nc(/N=C(\N)Nc2ccc(S(=O)(=O)Nc3nc(C)cc(C)n3)cc2)n1
→ 6.7%, -3.6%, -0.5%, -1.8%, 2.6%, 0.2%, -2.3%, 8.2%
- CC1(C)CC(NC(=O)C(=O)NCCc2ccc(Cl)cc2)CC(C)(C)N1
→ 4.6%, -0.1%, 3.7%, 6.8%, 0.2%, 3.8%, -2.0%, nt
- O=C(CN1CCCCCC1)Nc1ccccc1
→ 7.94µM*, 2.0%, -12.2%, 0.1%, -0.7%, -8.3%, 9.6%, -10.3%
- COc1ccc(CCN2CC(C(=O)NC3CCCCC3)CC2=O)cc1OC (stereo unspecified)
→ 12.1%, -1.9%, -5.1%, -12.8%, 4.3%, -8.8%, -1.8%, nt
- Cc1ccccc1NC(=S)N/N=C/C(C)c1ccccc1 (stereo unspecified)
→ ?, -0.6%, -10.5%, 7.6%, 7.3%, ?, 7.2%, 17.6%
- COc1ccc(-c2cc(C(F)(F)F)n3ncc(C(=O)NCC4CCCO4)c3n2)cc1 (stereo unspecified)
→ -3.4%, -0.8%, 1.3%, 1.3%, -0.3%, -0.6%, 0.0%, -9.9%
- COc1ccc(N(C(=O)CNC(=O)c2cccs2)C(C(=O)NCC2CCCO2)c2ccccc2)cc1 (stereo unspecified)
→ 9.8%, 0.0%, 6.5%[2.34 µM], -0.1%, -6.4%[2.34 µM], 2.6%, 6.9%, -13.9%
- O=C(COc1ccccc1)Nc1ccc(S(=O)(=O)N2CCCC2)cc1
→ -6.0%, -1.8%, -8.6%, 1.3%, -2.1%, 0.8%, 4.3%, -1.1%
- COc1ccc(-c2noc(CSc3nnc(Cc4ccccc4)n3-c3cccc(C)c3)n2)cc1
→ nt, -4.1%, -19.2%, -1.0%, -3.5%, -17.7%, nt, nt
- Cc1cccc(-c2nnc3n2N=C(c2ccc(Br)cc2)CS3)c1
→ 13.2%, -0.8%, 0.6%, -1.8%, 1.6%, -8.1%, 9.2%, 3.2%
- O=C(NCC1CCCO1)c1ccccc1NC(=O)c1cccc2ccccc12 (stereo unspecified)
→ ?, -0.7%, -11.6%, -7.6%, -1.0%, -5.1%, 9.8%, 2.2%
- C#CCSc1nnc(-c2cc3c(C(F)(F)F)nn(C)c3s2)n1C
→ -7.6%, 1.5%, -1.9%, -10.3%, -1.8%, -5.9%, -8.4%, 2.0%
- O=C(Nc1ccccc1C(=O)OCc1cc(=O)n2ccsc2n1)c1cccc(F)c1
→ nt, -1.1%, -0.1%, 11.0%, -4.4%, 5.1%, nt, nt
- CC1(C)OC(=O)C2(Cc3ccccc3N3CCCCC32)C(=O)O1 (stereo unspecified)
→ -4.0%, -0.2%, -3.5%, -7.8%, -2.6%, -3.0%, -4.2%, -6.0%
- N#CC(C(=O)CCN1C(=O)C2CC=CCC2C1=O)c1nc2ccccc2[nH]1 (stereo unspecified)
→ ?, -1.6%, -7.2%, -8.1%, 7.6%, -16.5%, -6.2%, 2.2%
- Fc1ccccc1Nc1nc(Cl)nc(Cl)n1
→ 2.9%, 0.4%, -11.8%, -1.2%, -12.6%, -15.4%, 1.3%, nt
- Cc1ccc(CNC(=O)C(=O)NCC2OCCN2C(=O)c2cccs2)cc1 (stereo unspecified)
→ 0.0%, -10.7%, -5.0%, 4.7%, -10.7%, -3.4%, 2.7%, 4.5%
- COc1ccc(/C=C2/S/C(=N/S(=O)(=O)Cc3ccccc3)NC2=O)cc1OC
→ nt, -7.0%, -17.6%, 11.6%, 5.3%, ?, 1.0%, 2.3%
- CCSCCc1nnc(NC(=O)Nc2cccc(C(F)(F)F)c2)s1
→ 11.1%, -1.6%, ?, 5.1%, 11.2µM*, 6.3%, 2.6%, 4.7%
- COc1ccc(/C=C/C(=O)OCC(=O)NC(=O)NC(C)(C)C)cc1
→ 13.6%, 1.1%, -6.2%, -7.9%, 6.2%, -10.2%, -1.0%, -2.3%
- CCCOc1cccc(CN2CCCCC2c2cccnc2)c1 (stereo unspecified)
→ -2.4%, -3.5%, -8.3%, 4.2%, 5.4%, -13.0%, -10.6%, nt
- COc1cccc(-c2nnc(-c3ccco3)o2)c1
→ ?, -2.5%, 4.4%, 3.0%, -1.9%, 3.2%, -7.9%, -2.1%
- CC(C)Cc1oc(C(=O)O)cc1CN
→ ?, -0.4%, -6.4%, 10.5%, -4.3%, -2.7%, -1.4%, nt
- CCOc1c2ccc(C(=O)N[C@H](C)C3CCCCC3)cc2nn1CC
→ ?, 1.3%, 0.7%, -5.4%, -0.6%, -3.0%, -12.5%, 0.9%
- Cc1ccc(C)c(N2CCN(C(=O)CN3CCSc4ccc(S(=O)(=O)N(C)C)cc43)CC2)c1
→ nt, -1.1%, -23.9%, -5.2%, ?, 0.6%, nt, nt
- CCOC(=O)c1c(NC(C)=O)sc2c(OCC(O)CN(CC)CC)c(Br)ccc12 (stereo unspecified)
→ ?, -1.6%, 0.6%, -2.6%, -8.7%, -2.3%, 3.5%, -1.3%
- COc1ccc(NC(=O)C(Cc2ccccc2)NS(=O)(=O)c2ccc3c(c2)CCC(=O)N3)c(OC)c1 (stereo unspecified)
→ nt, -0.6%, -12.4%, -8.3%, -17.1%, -0.4%, nt, nt
- CCOc1ccc(C(C)=O)cc1NC(=O)/C=C\C(=O)O
→ 10.5%, 5.1%, 13.0%, 0.2%, -2.5%, 1.3%, -6.5%, 1.9%
- O=C(NCCCN1CCN(c2ccccc2)CC1)c1sc2ncccc2c1-n1cccc1
→ nt, -3.7%, -4.0%, 5.7%, 4.3%, -13.0%, nt, nt

Entries of single compounds, quoted from the list. Order of values: ALDH1A1 block	TR SRC2 fluor cs	Tau fluor counter	TRb-SRC2 inh	Tau fibril FP	Tau fibril ThT	GLA spleen mod	L3MBTL1 block
Cc1cccc(-c2nnc3n2N=C(c2ccc(Br)cc2)CS3)c1 is listed with 13.2%	-0.8%	0.6%	-1.8%	1.6%	-8.1%	9.2%	3.2%
O=C(Nc1ccccc1C(=O)OCc1cc(=O)n2ccsc2n1)c1cccc(F)c1 is listed with nt	-1.1%	-0.1%	11.0%	-4.4%	5.1%	nt	nt

Continuation.
Order of results – ALDH1A1 block, TR SRC2 fluor cs, Tau fluor counter, TRb-SRC2 inh, Tau fibril FP, Tau fibril ThT, GLA spleen mod, L3MBTL1 block
- Cc1cc(-c2ccccc2)nc(=O)[nH]1
→ 10.1%, -3.7%, 9.2%, -4.6%, 0.7%, -1.8%, 4.8%, 1.8%
- CCOC(=O)C1(Cc2ccccc2)CCN(C2Cc3ccccc3C2)CC1
→ -14.2%, 0.0%[53 µM], -7.2%, -1.7%[53 µM], 4.1%, -10.5%, 4.0%, -18.2%
- CC(=O)Cc1nnn(-c2cc(C)on2)n1
→ nt, -1.5%, 0.5%, -5.7%, -0.7%, -0.8%, 2.8%, -4.6%
- CC(=O)c1ccc(NC(=O)C(C)NCc2ccc(Cl)cc2)cc1 (stereo unspecified)
→ 1.5%, 0.3%, -13.2%, -3.9%, -2.4%, -3.1%, 4.3%, 4.3%
- CCc1[nH]nc2c1C(c1ccncc1)C(C#N)=C(N)O2 (stereo unspecified)
→ -7.4%, -3.2%, 3.8%, 3.0%, 3.3%, -7.3%, 16.7%, 2.7%

Source: PubChem BioAssay (National Center for Advancing Translational Sciences (NCATS))
